Source: PubChem (The Scripps Research Institute Molecular Screening Center)
TCR-CD3 inh – human TCR-CD3 binding inhibition; TAMRA-labeled TCR probe fluorescence, biochemical; inhibition, % at 9.4 µM; actives 0.37% (n = 360,000); in the data active = inhibition above about 19%;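 also: recombinant mutant TCR 2C K166C tagged with TAMRA read by polarization; 0% = receptor in buffer alone and 100% = receptor with positive control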
SIAE primary – blocks human sialic acid acetylesterase. SIAE FP-Rh probe binding, fluorescence polarization. actives 0.69% (n = 370,000). inhibition, % at 9.66 µM;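 active = inhibition above a cutoff: mean of compounds within the control limits plus 3 SD of those, cut at about 17% in these data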;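 also: 0% = plate median of compound wells and 100% = probe without SIAE protein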
mABHD4 FP – inhibits mouse alpha/beta hydrolase domain 4; purified mABHD4, FP-Rh probe fluorescence polarization; Q8VD66; inhibition, % at 8.92 µM; AID 720543; actives 0.54% (n = 370,000);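 active = inhibition exceeding the mean over every tested compound plus 3 SD, cut at about 30% in these data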;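 also: 0% = plate median of compound wells and 100% = S159A mutant with DMSO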
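Assay system: mABHD4 protein; medium: HEPES pH 7.0, NaCl, Pluronic buffer; dosing: 8.92 µM, single dose; schedule: 45 min + 60 min at 25 °C; signal: FP readout, ex 525 nm / em 598 nm; read-out: normalized percent inhibition of probe labeling; repeats: single replicate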
UHRF1 MBD2 ctr – UHRF1 methyl-DNA binding inhibition. Q96T88. inhibition, % at 4.4 µM. AID 687016. UHRF1 binding to methylated oligo, TR-FRET. actives 0.75% (n = 370,000); in the data active = inhibition above about 21%;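 also: UHRF1 SRA domain binding a hemimethylated CpG hairpin DNA probe; 0% = median of test compound wells and 100% = reference inhibitor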
LEDGF integ inh – blocks HIV-1 LEDGF/p75-dependent DNA integration | actives 0.64% (n = 370,000) | AID 743269 | TR-FRET IN-LEDGF/p75 DNA integration, Eu/Cy5 | inhibition, % at 3.7 µM;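 active = inhibition above the screen-wide mean plus 3 SD, cut at about 13% in these data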;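 also: signal is the Cy5 over europium emission ratio at 671 and 618 nm; 0% = plate median of compound wells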
HTRA1 inh – HTRA1 (human) protease inhibition; inhibition, % at 5.96 µM; actives 0.5% (n = 340,000); recombinant HTRA1, FP-rhodamine activity-based probe, fluorescence polarization; Q92743; in the data active = inhibition above about 36%;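 also: 0% = enzyme with DMSO and 100% = wells lacking enzyme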
Target sequence (Q92743 whole entry, looked up): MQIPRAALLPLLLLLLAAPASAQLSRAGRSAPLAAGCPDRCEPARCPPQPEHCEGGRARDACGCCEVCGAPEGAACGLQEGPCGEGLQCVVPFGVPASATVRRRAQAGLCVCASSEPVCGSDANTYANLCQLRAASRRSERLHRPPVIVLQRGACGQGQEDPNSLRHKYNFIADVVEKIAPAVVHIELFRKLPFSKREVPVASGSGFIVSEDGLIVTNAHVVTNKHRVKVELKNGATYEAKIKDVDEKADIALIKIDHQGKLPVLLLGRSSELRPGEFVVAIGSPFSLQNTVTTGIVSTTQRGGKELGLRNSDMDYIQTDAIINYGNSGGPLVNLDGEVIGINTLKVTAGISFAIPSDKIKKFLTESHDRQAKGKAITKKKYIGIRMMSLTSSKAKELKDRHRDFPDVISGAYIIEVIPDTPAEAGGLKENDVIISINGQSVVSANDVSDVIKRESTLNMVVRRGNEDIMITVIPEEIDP
PG9 binder – binds the HIV-1 gp120 antibody PG9; TR-FRET gp120-PG9 antibody binding; inhibition, % at 6.7 µM; actives 0.43% (n = 360,000); AID 624416; in the data active = inhibition above about 8.5%
PRMT1 FP inh – PRMT1 (human) inhibition, primary screen | inhibition, % at 2.79 µM | actives 1.3% (n = 370,000) | recombinant PRMT1, activity-based probe fluorescence polarization | AID 652257 | Q99873;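 active = inhibition above about 21% made by adding two undisclosed values, limit read from the data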
Tn7 DDE FP – DD(E)-Tn7 binding inhibition, primary FP screen; P02675; FP displacement of FITC-Tn7 peptide from fibrin DD(E); 0% = median of compound wells per plate; inhibition, % at 8.3 µM; actives 0.13% (n = 370,000);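 active = inhibition above the mean of compounds falling within the control limits plus 3 SD of them, cut at about 14% in these data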;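 also: 0% = plate median of compound wells and 100% = 10 µM Aha-Tn7 peptide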
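assay system = human clot-derived fibrin DD(E) complex | quantity = Fibrin-DD(E) at 2 µM final | timing = 10 min preincubation, 3 h with tracer, room temperature | signal = fluorescence polarization | measure = percent inhibition | benchmarks = high control wells with 10 µM unlabelled Aha-Tn7 peptide (full inhibition) | replicates = singlicate testing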
TDP2 inh – TDP2 (human) inhibition, absorbance primary screen; inhibition, % at 12.8 µM; AID 720702; actives 0.34% (n = 370,000); recombinant TDP2, T5PNP hydrolysis, p-nitrophenol absorbance 415 nm;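 active = inhibition above the mean of all tested compounds plus 3 SD, set per campaign, cut at about 25% in these data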;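 also: 0% = DMSO with enzyme and 100% = buffer with substrate but no TDP2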
Target sequence (O95551 whole entry, looked up): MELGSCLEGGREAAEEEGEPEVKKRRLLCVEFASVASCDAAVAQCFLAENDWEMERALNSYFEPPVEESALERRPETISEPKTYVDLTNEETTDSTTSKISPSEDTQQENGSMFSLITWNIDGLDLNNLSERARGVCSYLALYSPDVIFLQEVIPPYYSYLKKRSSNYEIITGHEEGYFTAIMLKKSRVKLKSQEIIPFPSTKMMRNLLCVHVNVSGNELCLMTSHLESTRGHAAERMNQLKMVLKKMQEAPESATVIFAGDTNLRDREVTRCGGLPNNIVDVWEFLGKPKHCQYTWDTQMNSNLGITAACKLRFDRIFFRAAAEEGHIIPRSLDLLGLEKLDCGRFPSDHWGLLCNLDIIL
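System: recombinant human TDP2 / Amount: 120 nM TDP2 per well / Also added: 5 mM T5PNP chromogenic substrate / Doses: 12.8 µM single point, 1% DMSO / Incubation: 2 h at 37 °C / Detection: p-Nitrophenol epi absorbance / Evaluation: % inhibition relative to enzyme-containing and enzyme-free wells / Repeats: singlicate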
Numbers without * were called inactive.

Screening O=C(NCc1ccc(F)cc1)c1cc(C2CCCCN2C(=O)c2ccc3c(c2)CCO3)on1 (centres undefined) returned TCR-CD3 inh 4, SIAE primary -4, mABHD4 FP 0, UHRF1 MBD2 ctr 1, LEDGF integ inh -1, PG9 binder -0.6, PRMT1 FP inh 2, Tn7 DDE FP 7 and TDP2 inh 3.
Screening Cc1ccc(C)c(OCC(O)CN2CCC(CN3C(=O)c4cccc5cccc(c45)C3=O)CC2)c1 (centres undefined) returned TCR-CD3 inh 4, SIAE primary -9, mABHD4 FP -6, UHRF1 MBD2 ctr 1, LEDGF integ inh 1, HTRA1 inh -9, PG9 binder 0.7, PRMT1 FP inh 2, Tn7 DDE FP 5 and TDP2 inh -13.
Screening Clc1cccc(Cl)c1COc1ccncc1 returned TCR-CD3 inh 6, SIAE primary 1, mABHD4 FP -1, UHRF1 MBD2 ctr -1, LEDGF integ inh -2, HTRA1 inh -2, PG9 binder 1.9, PRMT1 FP inh 1, Tn7 DDE FP 5 and TDP2 inh 5.
Screening COc1cc(Cl)c(C)cc1NC(=O)c1ccc2c(SCC(=O)O)c3c(nc2c1)CCCC3 returned TCR-CD3 inh 2, SIAE primary -18, mABHD4 FP -9, UHRF1 MBD2 ctr 3, LEDGF integ inh -1, HTRA1 inh -36, PG9 binder -1.1, PRMT1 FP inh 6, Tn7 DDE FP 3 and TDP2 inh 9.
For Cc1cc(C)cc(NC(=S)NCCc2c[nH]c3ccccc23)c1 the results were TCR-CD3 inh -9, SIAE primary 2, mABHD4 FP -18, UHRF1 MBD2 ctr 5, LEDGF integ inh 3, HTRA1 inh -14, PG9 binder -1.6, PRMT1 FP inh 0, Tn7 DDE FP -4 and TDP2 inh -15.
CCc1cc(=O)oc2c(C)c(OCC(=O)N3CC[C@@]4(O)CCCC[C@H]4C3)ccc12 was read as TCR-CD3 inh 5, SIAE primary -1, mABHD4 FP 3, UHRF1 MBD2 ctr 4, LEDGF integ inh 1, HTRA1 inh -4, PG9 binder 3.6, PRMT1 FP inh -1, Tn7 DDE FP -7 and TDP2 inh 0.
Screening O=C(N/C(=C/c1cccs1)C(=O)N1CCCC1)c1ccccc1 returned TCR-CD3 inh -5, SIAE primary -2, mABHD4 FP 5, UHRF1 MBD2 ctr 0, LEDGF integ inh -5, HTRA1 inh 6, PG9 binder -0.5, PRMT1 FP inh -1, Tn7 DDE FP -5 and TDP2 inh 6.
Screening O=C(NCCCN1CCOCC1)C1CCN(S(=O)(=O)c2cccc(C(F)(F)F)c2)CC1 returned TCR-CD3 inh 5, SIAE primary -11, mABHD4 FP 1, UHRF1 MBD2 ctr -1, LEDGF integ inh 1, HTRA1 inh 8, PG9 binder 0.4, PRMT1 FP inh 3, Tn7 DDE FP 0 and TDP2 inh 3.
Cc1ccccc1-c1cccc(CN2CCN(C)C(CCO)C2)c1 (centres undefined) was read as TCR-CD3 inh 0, SIAE primary 0, mABHD4 FP 6, UHRF1 MBD2 ctr -1, LEDGF integ inh 4, HTRA1 inh -7, PG9 binder -2.3, PRMT1 FP inh -3, Tn7 DDE FP -8 and TDP2 inh -4.
For CCOC(=O)c1nnn(-c2ccc(OC)cc2)c1N the results were TCR-CD3 inh 2, SIAE primary 6, mABHD4 FP -1, UHRF1 MBD2 ctr 1, LEDGF integ inh -4, HTRA1 inh -2, PG9 binder -2.4, PRMT1 FP inh 1, Tn7 DDE FP -3 and TDP2 inh 4.
`O=C(O)/C(=C\c1ccco1)NC(=O)c1ccco1` gave TCR-CD3 inh 5, SIAE primary 4, mABHD4 FP 15, UHRF1 MBD2 ctr 1, LEDGF integ inh 8, HTRA1 inh 8, PG9 binder -1.1, PRMT1 FP inh 12, Tn7 DDE FP -3 and TDP2 inh -8.
Cc1c(OCC(=O)NCCCN2CCOCC2)ccc2c1oc(=O)c1ccccc12 was read as TCR-CD3 inh -4, SIAE primary -5, mABHD4 FP -7, UHRF1 MBD2 ctr 4, LEDGF integ inh 1, HTRA1 inh -1, PG9 binder 0.8, PRMT1 FP inh 4, Tn7 DDE FP -3 and TDP2 inh -17.

Reprinted from the part before: 2 compounds; new compounds follow.
`O=C(O)/C(=C\c1ccco1)NC(=O)c1ccco1` gave TCR-CD3 inh 5, SIAE primary 4, mABHD4 FP 15, UHRF1 MBD2 ctr 1, LEDGF integ inh 8, HTRA1 inh 8, PG9 binder -1.1, PRMT1 FP inh 12, Tn7 DDE FP -3 and TDP2 inh -8.
Cc1c(OCC(=O)NCCCN2CCOCC2)ccc2c1oc(=O)c1ccccc12 was read as TCR-CD3 inh -4, SIAE primary -5, mABHD4 FP -7, UHRF1 MBD2 ctr 4, LEDGF integ inh 1, HTRA1 inh -1, PG9 binder 0.8, PRMT1 FP inh 4, Tn7 DDE FP -3 and TDP2 inh -17.
Screening O=C(CN1CCC(n2nnc3cc(F)ccc32)CC1)NC1CCCCC1 returned TCR-CD3 inh 4, SIAE primary 4, mABHD4 FP 5, UHRF1 MBD2 ctr -2, LEDGF integ inh 0, HTRA1 inh 0, PG9 binder -0.2, PRMT1 FP inh 0, Tn7 DDE FP -2 and TDP2 inh 3.
`O=c1nc(Nc2ccccc2)sc2ccc([N+](=O)[O-])cc12` gave TCR-CD3 inh -2, SIAE primary 12, mABHD4 FP 6, UHRF1 MBD2 ctr 3, LEDGF integ inh -2, HTRA1 inh 1, PG9 binder 1.2, PRMT1 FP inh 5, Tn7 DDE FP -4 and TDP2 inh 11.
Screening C/C(NC1CCCC1)=C(/C#N)C(N)=O returned TCR-CD3 inh 4, SIAE primary 5, mABHD4 FP 4, UHRF1 MBD2 ctr 2, LEDGF integ inh 0, HTRA1 inh 2, PG9 binder -0.7, PRMT1 FP inh -2, Tn7 DDE FP 2 and TDP2 inh 8.
Cc1cccc(Nc2nc(-c3sc(C)nc3C)cs2)c1 was read as TCR-CD3 inh -1, SIAE primary 9, mABHD4 FP 28, UHRF1 MBD2 ctr 25*, LEDGF integ inh 1, HTRA1 inh 0, PG9 binder -2.6, PRMT1 FP inh -1, Tn7 DDE FP -2 and TDP2 inh 1.
CN1CCN(c2ncnc3c2[nH]c2ccc(F)cc23)CC1 was read as TCR-CD3 inh 7, SIAE primary 4, mABHD4 FP 9, UHRF1 MBD2 ctr 5, LEDGF integ inh -1, HTRA1 inh 3, PG9 binder -0.2, PRMT1 FP inh -2, Tn7 DDE FP -1 and TDP2 inh -8.
For CCc1ccc2[nH]c(=O)c(C(c3nnnn3Cc3ccc(OC)cc3)N3CCOCC3)cc2c1 (centres undefined) the results were TCR-CD3 inh 11, SIAE primary 0, mABHD4 FP 3, UHRF1 MBD2 ctr -3, LEDGF integ inh 0, HTRA1 inh 1, PG9 binder -2.5, PRMT1 FP inh 2, Tn7 DDE FP 0 and TDP2 inh 0.
Cc1ccc(-c2ccc(S(=O)(=O)Nc3cccnc3)cc2)cc1 was read as TCR-CD3 inh -1, SIAE primary -10, mABHD4 FP -3, UHRF1 MBD2 ctr -2, LEDGF integ inh -1, HTRA1 inh 7, PG9 binder -1.6, PRMT1 FP inh -4, Tn7 DDE FP -5 and TDP2 inh 4.
Screening COc1ccc(CCNC(=O)CSc2ccc3ccccc3c2)cc1OC returned TCR-CD3 inh 2, SIAE primary 4, mABHD4 FP 0, UHRF1 MBD2 ctr -5, LEDGF integ inh 0, HTRA1 inh -11, PG9 binder -2.1, PRMT1 FP inh 3, Tn7 DDE FP 4 and TDP2 inh 2.
CCCS(=O)(=O)NCCc1cc2c(C)ccc(C)c2[nH]c1=O was read as TCR-CD3 inh 6, SIAE primary 6, mABHD4 FP -1, UHRF1 MBD2 ctr -2, LEDGF integ inh 6, HTRA1 inh -2, PG9 binder -1.0, PRMT1 FP inh -3, Tn7 DDE FP -8 and TDP2 inh 4.
Screening c1cc(OCCCN2CCCCC2)ccc1CN1CCCCC1 returned TCR-CD3 inh 0, SIAE primary -5, mABHD4 FP 0, UHRF1 MBD2 ctr 0, LEDGF integ inh 3, HTRA1 inh 1, PG9 binder -1.7, PRMT1 FP inh -8, Tn7 DDE FP 0 and TDP2 inh -1.
Screening N#Cc1c(N)c(C#N)c(-c2ccc(O)cc2)c2c1CCCC2 returned TCR-CD3 inh 11, SIAE primary -4, mABHD4 FP -36, UHRF1 MBD2 ctr 2, LEDGF integ inh -2, HTRA1 inh -5, PG9 binder -3.1, PRMT1 FP inh -3, Tn7 DDE FP -6 and TDP2 inh 2.
For O=C(Nc1ccccc1)C1CC(=O)n2ncnc2N1 (centres undefined) the results were TCR-CD3 inh 4, SIAE primary 2, mABHD4 FP 0, UHRF1 MBD2 ctr -3, LEDGF integ inh 0, HTRA1 inh 0, PG9 binder 0.2, PRMT1 FP inh -3, Tn7 DDE FP 6 and TDP2 inh 4.
CN1CCN(CCn2c(=S)[nH]c3ccccc3c2=O)CC1 was read as TCR-CD3 inh 2, SIAE primary 4, mABHD4 FP -2, UHRF1 MBD2 ctr -3, LEDGF integ inh 4, HTRA1 inh 8, PG9 binder -1.7, PRMT1 FP inh -6, Tn7 DDE FP -182 and TDP2 inh 7.
COc1ccc2c(c1)C(CC(C)=O)N(c1ccc(-c3cnc(OC)nc3)cc1)C(c1ccsc1)=C2 (centres undefined) was read as TCR-CD3 inh -5, SIAE primary 2, mABHD4 FP 5, UHRF1 MBD2 ctr -1, LEDGF integ inh 1, PG9 binder 1.9, PRMT1 FP inh 7, Tn7 DDE FP -3 and TDP2 inh 7.
For CCCc1c(-c2cccc(Br)c2)ncn1Cc1cccc(-c2ccccc2)c1 the results were TCR-CD3 inh 2, SIAE primary -3, mABHD4 FP -8, UHRF1 MBD2 ctr -3, LEDGF integ inh -9, PG9 binder 0.6, PRMT1 FP inh 5, Tn7 DDE FP 4 and TDP2 inh 4.
`O=C(COC(=O)/C=C/c1cccc(Br)c1)NCc1ccco1` gave TCR-CD3 inh 6, SIAE primary -5, mABHD4 FP -4, UHRF1 MBD2 ctr 1, LEDGF integ inh 0, HTRA1 inh -2, PG9 binder -1.3, PRMT1 FP inh 2, Tn7 DDE FP -4 and TDP2 inh 1.
`O=C(O)CCSc1nnc(COc2ccc([N+](=O)[O-])cc2)n1-c1ccccc1` gave TCR-CD3 inh 2, SIAE primary -10, mABHD4 FP -7, UHRF1 MBD2 ctr 3, LEDGF integ inh 5, HTRA1 inh 5, PG9 binder -1.6, PRMT1 FP inh -4, Tn7 DDE FP -9 and TDP2 inh -8.
O=[N+]([O-])c1cc(C(F)(F)F)ccc1NCCNC(=S)Nc1ccc(Cl)cc1 was read as TCR-CD3 inh 5, SIAE primary 1, mABHD4 FP -18, UHRF1 MBD2 ctr 0, LEDGF integ inh -4, HTRA1 inh -32, PG9 binder -0.7, PRMT1 FP inh 2, Tn7 DDE FP -5 and TDP2 inh 6.
`Cc1cccc(C)c1NC(=O)CC(NCc1ccco1)C(=O)O` (centres undefined) gave TCR-CD3 inh -6, SIAE primary -1, mABHD4 FP -1, UHRF1 MBD2 ctr 2, LEDGF integ inh -1, HTRA1 inh 1, PG9 binder -0.7, PRMT1 FP inh 4, Tn7 DDE FP 1 and TDP2 inh 11.
